Screening data from PubChem BioAssay.
Statin myotox sup = suppressors of statin myotoxicity in C2C12 myotubes, primary screen, cell-based, single point, plate reader. AID 602340, 2012. C2C12 myotubes + simvastatin, ATP luminescence, 48 h; scaled: DMSO 0, geranylgeraniol control 100. hit rate 0.78% among 330,000. rescue of ATP level, % at 7.49 µM;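 active = mean ATP rescue above about 67%, or every replicate alone reaching that limit, limit read from the data, passing the limit was not always enough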;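 also: myotubes were challenged with 10 µM simvastatin during compound exposure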
ERAP1 HTS inh = human ERAP1 aminopeptidase inhibitors, primary screen, biochemical, single point, plate reader. recombinant ERAP1, Leu-AMC fluorescence, 60 min. hit rate 0.15% among 340,000. Endoplasmic reticulum aminopeptidase 1 (Homo sapiens), Q9NZ08. inhibition, % at 10.7 µM;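 active = mean replicate inhibition of at least 30%, or all replicates individually reaching that 30% level; inactive = mean below 30% and not every replicate reaching it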;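 also: 0% = neutral control wells and 100% = L-leucinethiol positive control wells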
S100A4 inh HTS = inhibitors of S100A4-myosin IIA peptide binding, primary screen, biochemical, fluorescence polarization, TAMRA-MyoIIA peptide | hit rate 0.14% among 360,000 | Protein S100-A4 (Homo sapiens), P26447 | inhibition, % at 10.7 µM;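 active = mean inhibition of at least 70% across replicates, with every replicate also reaching that level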
Target sequence (P26447 whole entry, looked up): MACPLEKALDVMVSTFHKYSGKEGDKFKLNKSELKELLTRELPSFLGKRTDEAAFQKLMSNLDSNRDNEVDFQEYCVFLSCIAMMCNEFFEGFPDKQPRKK
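Material: S100A4 monomer protein | Medium: HEPES pH 7.2 with CaCl2, KCl, NaCl, DTT, Triton | Reagent: Labelled myosin peptide probe, 5 nM | Doses: One dose per compound | Times: 5 min incubation before reading | Benchmarks: Neutral control DMSO, positive control TFP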
LGR2 antag = inhibitors of bursicon-induced LGR2 CRE-luciferase signal, primary screen, cell-based, HEK293, CRE-luciferase reporter, bursicon stimulation; bursicon-stimulated, 4 h; inhibition, % at 9.99 µM; hit rate 0.35% among 380,000;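 active = drop in luminescence signal, shown as inhibition above about 50% in the replicate tests, limit read from the data, passing the limit was not always enough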;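 also: agonist challenge used bursicon conditioned medium at about half maximal strength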
PGC1a acetyl inh = inhibitors of PGC1a acetylation signal, primary screen, cell-based, U2OS, AlphaScreen, inhibitor mode; AlphaScreen anti-acetyl-lysine; with virally co-expressed GCN5 acetyltransferase; inhibition, % at 15.6 µM; hit rate 0.17% among 350,000;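 active = every replicate shows inhibition of at least 40%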;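 also: 0% = neutral control wells and 100% = positive control wells; some results beyond the cut were filed as inactive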
SIRT5 inh = SIRT5 desuccinylase inhibitors, primary screen, biochemical, fluorescence imaging, single point, set 5; inhibition, % at 15 µM; Purified SirT5, succinyl-peptide AMC, trypsin-coupled fluorescence; hit rate 1.1% among 330,000; NAD-dependent protein deacylase sirtuin-5, mitochondrial (Homo sapiens), Q9NXA8; in the data active = inhibition above about 15%
Target sequence (Q9NXA8 whole entry, looked up): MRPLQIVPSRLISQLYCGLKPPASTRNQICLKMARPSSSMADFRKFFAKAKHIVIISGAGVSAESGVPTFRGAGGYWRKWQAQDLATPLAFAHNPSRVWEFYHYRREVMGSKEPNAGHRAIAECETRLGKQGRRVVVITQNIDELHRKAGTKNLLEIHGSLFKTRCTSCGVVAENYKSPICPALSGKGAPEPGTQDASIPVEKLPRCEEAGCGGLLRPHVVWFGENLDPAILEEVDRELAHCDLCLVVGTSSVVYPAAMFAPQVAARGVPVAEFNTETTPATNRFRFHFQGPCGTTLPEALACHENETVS
Cneo AK release = Cryptococcus neoformans cell lysis inducers, primary screen, AK release luminescence, single concentration; C. neoformans lysis, adenylate kinase release luminescence, 4 h; normalised: neutral wells 0, clomiphene wells 100; lysis activity, % at 15 µM; hit rate 0.2% among 360,000;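 active = mean lysis activity across replicates of at least 80%, whatever share of replicates individually reach that level; inactive = mean lysis activity below 80%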
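Material – Cryptococcus neoformans yeast cells · Quantity – 5 × 10^6 yeast cells/mL · Buffer or medium – YPD medium · Compound – single dose · Timing – 4 h static compound exposure, 37 °C, read 1 h post-reagent · Signal – adenylate kinase release luminescence · Read-out basis – lysis from increased AK signal · Benchmarks – Clomiphene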
Xi reactivation = activators of inactive X chromosome reactivation, primary screen, imaging, XiGFP fibroblasts, GFP high-content imaging, set 2 | XiGFP mouse fibroblasts, % GFP-positive cells imaging, 3 d; cells co-treated with 5-aza-dC sensitizer; scaled so ellipticine positive control = 100% | hit rate 0.055% among 360,000 | activation, % at 7.58 µM;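 active = mean normalized replicate activation at least 10% and every replicate at or above 10%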;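 also: 0% = median of on-plate neutral control wells and 100% = ellipticine 6 µM median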
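System: XiGFP fibroblasts, SV40-immortalized. Medium: DMEM plus 5-aza-dC sensitizer. Doses: single point. Timing: 3 d treatment, 15 min room-temperature fixation. Control set: ellipticine 6 µM.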
* marks the source's active call; other numbers are inactive results; / = no result given.

SMILES	Statin myotox sup	ERAP1 HTS inh	S100A4 inh HTS	LGR2 antag	PGC1a acetyl inh	SIRT5 inh	Cneo AK release	Xi reactivation
COc1ccc(S(=O)(=O)Nc2c(O)c3ccccc3oc2=O)cc1	7	0	-16	-4	4	-3	0	0.1
C[C@@H]1CCC[C@]2(O[C@@H](CCO)C[C@@H](O)[C@@H]2O)O1	/	-1	-12	-10	-7	0	0	0.4
CNC[C@H]1Oc2cc(-c3ccc(C)cc3)ccc2S(=O)(=O)N([C@H](C)CO)C[C@@H]1C	0	4	-17	16	-2	-7	-2	-0.7
N#Cc1ccc(OCC(=O)NCC2(N3CCCCC3)CCCCC2)cc1	-3	4	-13	10	/	-1	-1	0.2
CSCC[C@H](NC(=O)[C@@H]1Cc2ccccc2CN1)C(=O)Nc1ccc2c(c1)OCO2	25	-2	2	-8	2	-3	5	0.4
COc1ccc(CN(C)C(C)C(=O)Nc2ccc(S(=O)(=O)N3CCCCC3)cc2)cc1F (stereo unspecified)	-19	0	5	3	-10	-4	-2	-0.1
CCCc1cn(CC[C@H]2CC[C@@H](NC(=O)C3CCC3)[C@@H](CO)O2)nn1	3	0	3	-18	-5	-1	-4	0.0
COC(=O)c1scc(C)c1NC(=O)CC1NCCNC1=O (stereo unspecified)	7	-2	-2	9	6	0	-5	0.7
Cc1ccccc1S(=O)(=O)N1[C@H](C#N)[C@H](c2ccc(C#CC3CCCC3)cc2)[C@H]1CO	/	-2	-4	15	-11	-1	/	0.0
COc1ccc(S(=O)(=O)Nc2ccc3c(c2)C(=O)N([C@H](C)CO)C[C@@H](C)[C@H](CN(C)S(=O)(=O)c2ccc(OC)cc2)OCCCC[C@@H](C)O3)cc1	/	/	/	11	-20	/	-8	0.0
O=C1CN(C(=O)CSc2ccc(-c3ccc(F)cc3)nn2)c2ccccc2N1	0	4	-5	-2	/	-3	/	0.3
O=C1C=C(c2ccccc2)CCC1	-7	7	-3	-14	/	1	4	0.1
CC1Sc2ccc(C(=O)Nc3ncccc3O)cc2NC1=O (stereo unspecified)	0	-2	-3	-22	/	0	-10	0.0
Cc1ccc2cc(CCNC(=O)CC(C)C)c(=O)[nH]c2c1	-1	5	-3	0	-12	5	0	0.0
CCC(Oc1ccccc1)C(=O)Nc1ccccc1C(=O)N1CCCCC1 (stereo unspecified)	-4	1	-1	4	-8	9	-2	1.2
CC1=NN(c2ccccc2)C(=O)/C1=C/c1ccc[nH]1	-9	/	/	-31	1	/	5	0.0
CC(=O)NN=C1CCC(c2ccccc2)CC1 (stereo unspecified)	/	/	/	3	56	/	1	0.1
COC(=O)C[C@H]1CC[C@H](NS(=O)(=O)c2ccccc2F)[C@@H](CO)O1	3	4	1	-16	7	0	-11	-0.5
C[C@@H]1CN([C@H](C)CO)C(=O)c2cc(-c3cccc(F)c3)cnc2O[C@H]1CN(C)C(=O)c1cnccn1	-11	0	-7	7	5	-8	-6	0.4
CCSc1ccccc1C(=O)N=C1NC(=O)CC2C(=O)NCCN12 (stereo unspecified)	/	-1	4	-5	3	-1	/	0.0
C/C=C\C=C/C(=O)Nc1cccc(C2=NOC3(C2)C[C@H](C(N)=O)N(C(=O)c2ccc(OC)cc2)C3)c1 (stereo partly specified)	0	-1	1	1	-7	/	3	0.6
CCOC(=O)[C@H]1[C@H]2COc3ccc(C)cc3[C@@H]2N2C(=O)CN(CC3CCCO3)C(=O)[C@@]12C (stereo partly specified)	2	-1	0	1	/	2	3	0.2
COC(=O)Nc1ccc(S(=O)(=O)N2CCC(C(=O)N3CCCC(C)C3)CC2)cc1 (stereo unspecified)	5	-1	-1	/	-9	0	-1	0.6
CCC1CN(C(=O)N2CCC(C(=O)NCc3ccco3)CC2)c2ccccc2O1 (stereo unspecified)	10	3	-1	11	-7	-2	2	0.0
COc1cc(NC(=O)[C@H]2CCCN2S(=O)(=O)c2cccc3cccnc23)cc(OC)c1OC	9	-5	-5	6	-5	5	1	0.0
C[C@H]1CN([C@@H](C)CO)C(=O)c2cc(NS(=O)(=O)c3ccc(F)cc3)ccc2O[C@@H]1CN(C)C(=O)NC1CCCCC1	-1	3	1	24	3	3	-1	0.1
COc1ccc(NC(=O)Nc2ccc3c(c2)C(=O)N([C@@H](C)CO)C[C@@H](C)[C@@H](CN(C)S(=O)(=O)c2c(C)noc2C)OCCCC[C@@H](C)O3)cc1	/	/	/	18	5	/	1	-1.3
COC(=O)CN(C(=S)Nc1ccccc1)C1CC(=O)N(c2ccc(OC)cc2)C1=O (stereo unspecified)	/	7	1	-6	7	-2	/	/
Cc1cccc(OCc2nnc(-c3ccc(F)cc3)o2)c1	13	1	0	-32	8	1	-2	-0.1
COc1ccc2c3c([nH]c2c1)[C@@H](CO)N(Cc1nccs1)CC31CCN(Cc2ccncc2)CC1	/	-4	7	-11	10	-1	/	0.3
CN(c1ccccc1)S(=O)(=O)c1cccc(C(=O)NCCc2ccc(O)c(O)c2)c1	/	10	-5	/	8	-3	/	0.0
COc1cc(NC(=O)CCCOc2ccc(Cl)cc2Cl)c(C(=O)O)cc1OC	-4	-1	8	-8	2	-2	-1	-0.3
Cc1cc(N2CCOCC2)nc2ccc(NC(=S)N3CCN(Cc4ccccc4)CC3)cc12	-6	0	-34	7	2	1	/	-0.1
CC(C)(C)Nc1c(C2CCNCC2)nc2c(OCc3ccccc3)cccn12	-20	20	-3	/	-1	-4	-10	0.2
CN1C(=O)c2cc(NC(=O)c3ccc(F)cc3)ccc2OC[C@@H]2O[C@H](CC(=O)NC3CCC3)CC[C@@H]21	1	-1	2	-7	-11	-1	71	0.0
CCN(CC)C(=O)C1=C(C)N(CCCOC)C(=O)C(CC(=O)NCC2CCCCC2)C1 (stereo unspecified)	6	2	-3	13	11	-4	0	-0.3
CCCc1cc(=O)[nH]c(SCc2nc3ccc([N+](=O)[O-])cc3[nH]2)n1	/	-3	-4	5	/	1	/	0.3
C[C@@H]1CN([C@@H](C)CO)C(=O)c2cc(-c3cccnc3)cnc2O[C@@H]1CN(C)S(C)(=O)=O	/	2	10	1	0	-6	-4	-1.2
O=C(N[C@H](Cc1ccccc1)C(=O)O)[C@H]1O[C@@H](n2ccc(=O)[nH]c2=O)[C@H](O)[C@@H]1O	/	1	-11	9	/	-1	/	0.0
CC(C)NC(=O)N[C@@H]1C=C[C@@H](CC(=O)NCCN2CCCC2)O[C@@H]1CO	1	-3	9	9	9	0	3	0.5
Cc1ccsc1/C=N/n1cnnc1	/	2	2	16	3	3	-2	0.3
CC(=O)N(C)C[C@@H]1Oc2ncc(C#Cc3cccc(F)c3)cc2C(=O)N([C@@H](C)CO)C[C@H]1C	21	1	14	-7	10	4	2	-0.7
Cc1ccc(C2=CN(Cc3ccccc3)CCC2=O)cc1	2	0	1	0	-15	-2	0	0.1
CCOC(=O)CN(C(=O)Cn1nnc(-c2ccc(OC)cc2)n1)C(C(=O)NC1CCCC1)c1ccc(F)cc1 (stereo unspecified)	8	3	-3	8	3	-1	1	/
O=C(CN(C(=O)CNS(=O)(=O)c1ccc(F)cc1)c1ccc(F)cc1)NCc1ccco1	6	4	-1	-3	/	-6	2	0.3
O=C(COC(=O)C1CCN(C(=O)c2ccc(Cl)cc2)CC1)NC1CCS(=O)(=O)C1 (stereo unspecified)	-10	1	3	/	/	-1	0	0.8
O=C(CN1CCN(c2ncccn2)CC1)NCCC1=CCCCC1	-8	/	/	5	8	/	-1	/
CCN(CC)c1ccc(NC(=O)COC(=O)CCc2cc(OC)c(OC)c(OC)c2)cc1	5	2	2	-5	1	2	0	0.2
CC(=O)NC(=S)Nc1ccc(NC(=S)NC(=O)c2cccs2)cc1	/	0	-13	1	-2	0	-1	0.0
O=C(c1cnccn1)N1CC(=O)N2[C@H](C1)[C@@H](c1ccc(/C=C/c3ccccc3)cc1)[C@@H]2CO	/	1	-4	3	-1	-3	/	0.0
O=C(C[C@@H]1C=C[C@H](NC(=O)CCN2CCCCC2)[C@@H](CO)O1)Nc1nccs1	-4	-1	2	-8	10	3	1	0.4
CC(=O)NCCc1nc2cc(NC(=O)c3ccc(F)cc3)ccc2n1C	-10	-2	-3	-32	8	-1	0	0.1
COc1ccc(NC(=O)Nc2ccc3c(c2)C(=O)N([C@H](C)CO)C[C@H](C)[C@@H](CN(C)C(=O)NC(C)C)OCCCC[C@H](C)O3)cc1	/	1	-13	-11	8	0	1	0.0
COc1ccc(-c2ccc3c(c2)O[C@H](CN(C)C(=O)c2ccccc2F)[C@@H](C)CN([C@@H](C)CO)S3(=O)=O)cc1	46	2	-47	-1	1	4	2	-0.9
CCCCOc1ccc(C(=O)NC2CCCCN(C)C2=O)cc1 (stereo unspecified)	/	-3	-6	-15	/	/	/	0.4
Cc1ccc(C(=O)N2CCN(S(=O)(=O)N3CCCCC3)CC2)cc1	-5	2	-3	3	1	-5	1	-0.1
CCC(=O)NC(c1ccc(C)cc1)c1cc([N+](=O)[O-])c2cccnc2c1O (stereo unspecified)	/	/	/	22	7	/	5	0.2
Cc1nnc(NC(=O)CSC2=NN3CCCC(=O)N=C3S2)s1	/	4	-25	-2	/	-2	/	-0.1
Cc1ccc(C(=O)NCCS(=O)(=O)N2CCN(c3ccccc3F)CC2)cc1[N+](=O)[O-]	0	3	-19	-12	-9	-1	3	0.0
CN(C)C(=O)CN1C(=O)NC2(CCCc3ccccc32)C1=O (stereo unspecified)	7	1	0	7	-2	2	3	0.2

The list goes on, overlapping the part above by 4 compounds.
SMILES	Statin myotox sup	ERAP1 HTS inh	S100A4 inh HTS	LGR2 antag	PGC1a acetyl inh	SIRT5 inh	Cneo AK release	Xi reactivation
CCC(=O)NC(c1ccc(C)cc1)c1cc([N+](=O)[O-])c2cccnc2c1O (stereo unspecified)	/	/	/	22	7	/	5	0.2
Cc1nnc(NC(=O)CSC2=NN3CCCC(=O)N=C3S2)s1	/	4	-25	-2	/	-2	/	-0.1
Cc1ccc(C(=O)NCCS(=O)(=O)N2CCN(c3ccccc3F)CC2)cc1[N+](=O)[O-]	0	3	-19	-12	-9	-1	3	0.0
CN(C)C(=O)CN1C(=O)NC2(CCCc3ccccc32)C1=O (stereo unspecified)	7	1	0	7	-2	2	3	0.2
CC(=O)Nc1cccc(N2C(=O)CCC2=O)c1	-4	/	/	5	9	/	0	/
COCC#Cc1ccc([C@H]2[C@@H](CO)N3C(=O)CN(C(=O)C4CC4)C[C@@H]23)cc1	/	2	1	2	-4	-1	/	0.1
O=C(NCCN1C(=O)S/C(=C/c2cccnc2)C1=O)C1=NN(c2ccccc2)C(=O)CC1	-12	8	9	-2	2	-3	-2	0.1
CC(=O)Nc1ccc(S(=O)(=O)N[C@@H](C)C(=O)N2CCN(c3ccccn3)CC2)cc1	3	3	-4	18	-11	2	2	0.0

Not all compounds are listed (hit frequency here may not be typical).
